Bioassay records deposited in PubChem by Sanford-Burnham Center for Chemical Genomics.
TAG inh: triacylglycerol accumulation inhibition. H9c2 cells, Nile Red lipid (TAG) fluorescence; cells loaded with 200 µM oleic acid. inhibition, % at 12.5 µM. 230,000 compounds, 0.66% hits;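 active means pattern-corrected inhibition of lipid staining of at least 50% with the nuclear-stain viability signal not falling by more than 50%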;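 further: 0% = DMSO wells and 100% = triacsin C control wells; some results filed as inactive read as strong as hits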
TAG inh DAPI viability: recorded beside TAG inh, whose call it bears; DAPI nuclei signal change (viability), lower = more cytotoxic, %;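 whole-well DAPI fluorescence read on a plate reader as a viability signal; minus 50 percent equals half of cells still viable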
* = called active by the depositor; & = joins results of further samples.

A first look:
SMILES	TAG inh	TAG inh DAPI viability
CC(=O)c1c(N2CCN(C)CC2)nc(=S)n(-c2cc(C)ccc2C)c1C	0	11
CN(C(=O)c1cccc(NC(=O)Cc2ccc(NC(=O)C3CCCN(C(=O)C4CC4)C3)cc2)c1)C1CCC1 (stereo not given)	-1	-3
C=C(C)Cn1c(Sc2nc3ccccc3[nH]2)nc2c1c(=O)[nH]c(=O)n2C	-1	12

Main list (from the top)
SMILES	TAG inh	TAG inh DAPI viability
CC(=O)c1c(N2CCN(C)CC2)nc(=S)n(-c2cc(C)ccc2C)c1C	0	11
CN(C(=O)c1cccc(NC(=O)Cc2ccc(NC(=O)C3CCCN(C(=O)C4CC4)C3)cc2)c1)C1CCC1 (stereo not given)	-1	-3
C=C(C)Cn1c(Sc2nc3ccccc3[nH]2)nc2c1c(=O)[nH]c(=O)n2C	-1	12
COCCNc1nc(NCc2ccccc2F)c2sccc2n1	-19	-6
Cc1sc2nc(CC(=O)N3CCCC3)[nH]c(=O)c2c1C	2	5
COc1ccc(C2CC(c3ccccc3)=NN2C(=O)CN2N=NC3C(=O)N(c4cccc(F)c4)C(=O)C32)cc1 (stereo not given)	-20	17
COc1ccc(C(=O)N2CCN=C2SC)cc1OC	-10	4
O=C1C(c2c(O)[nH]c3ccccc23)=Nc2ccccc21	3	-16
NC(=O)CN1C(=O)NC2(CCCc3ccccc32)C1=O (stereo not given)	-5	-3
Cc1cc(C)n2nc(SCC(=O)N(C)C3CCCCC3)nc2n1	-5	7
Nn1c(SCC(=O)Nc2ccc(OC(F)F)cc2)nnc1-c1ccco1	10	-3
COc1ccc(C2(C(=O)Nc3ccccc3)CCOCC2)cc1	7	-8
COCCCNC(=O)c1cccc(NC(=O)c2ccccc2)c1	6	-1
COc1cccc(C(=O)N2CCN(Cc3nc(-c4ccoc4)oc3C)CC2)c1	-12	3
Cc1ccc(CN2CCN(Cc3nc(C(C)C)cs3)CC2CCO)cc1 (stereo not given)	-17	4
O=C(/C=C/c1ccc(Cl)cc1)Nc1ccc(N2CCOCC2)cc1	4	-1
O=C1CN(C(=O)COc2c(F)c(F)cc(F)c2F)c2ccccc2N1	9	4
CCC(=O)Nc1c2c(nc3c1CCC3)CCCC2	-7	0
COC(=O)C1C2CCC(C2)C1C(=O)OCC(=O)c1ccccc1 (stereo not given)	7	6
Cn1c(SCC(O)c2ccccc2)nnc1-c1ccc2ccccc2c1 (stereo not given)	-11	3
Cc1cccc(-c2noc(-c3ccoc3C)n2)c1	-26	5
OCCC1CN(Cc2ccc3c(c2)CCO3)CCN1C1CCCC1 (stereo not given)	7	-14
COC(=O)C1=C(C)NC(C)=C([N+](=O)[O-])C1c1ccccc1C(F)(F)F (stereo not given)	1&-1	-2&0
CCn1nc(NC(=O)c2cccnc2)c2cc3ccccc3nc21	2	0
COc1ccc(S(=O)(=O)N2CCOCC2)cc1C(=O)NC1CCCCC1	-5	-8

New compounds follow
SMILES	TAG inh	TAG inh DAPI viability
CN(C)S(=O)(=O)c1cccc(C(=O)OCC(=O)NCc2ccc3c(c2)OCO3)c1	-6	-11
Nc1c(N(CCC2=CCCCC2)C(=O)COc2ccc([N+](=O)[O-])cc2)c(=O)[nH]c(=O)n1Cc1ccccc1	2	-7
CC1CCN(C(=O)CSc2nnc(-c3cc4ccccc4cc3O)n2Cc2ccco2)CC1	10	-15
CN(C)C=NC(=O)c1cn(-c2ccc(F)cc2)c(=O)c2ccccc12	1	8
COc1ccc(-n2c(Cc3cccn3C)nnc2SCC(=O)Nc2ccc(C)cc2C)cc1	12	-11
Cc1cccc(N2CCN(C(=O)C3CC(=O)N(C4CCCC4)C3)CC2)c1C (stereo not given)	-3	0
Cc1ccc(S(=O)(=O)N2CC3CCCC2C3)cc1 (stereo not given)	1	-4
COc1ccc(C)cc1NC(=O)CC(NC(C)=O)c1ccccc1 (stereo not given)	24	2
COc1ccc(Br)cc1/C=N/NC(=O)c1ccco1	-19	-3
COc1cc(NCCCCC(C)N)c2nccc(C)c2c1 (stereo not given)	30	-5
CCN(CCCNC(=O)CNC(=O)Cn1cnc2ccccc2c1=O)c1cccc(C)c1	0	-4
CCc1cc(-c2nnn(CCC3COCCO3)c2CC)ccc1-c1cn(CCc2c[nH]c3ccccc23)nn1 (stereo not given)	0	-4
O=C(c1cc2cc([N+](=O)[O-])ccc2s1)N1CCCCC1	-1	-6
CCN(CC)c1ccc(NC(=O)CN2CCN(c3ccc(F)cc3)CC2)cc1	1	34
COC(=O)c1ccc(C(=O)OC)c(NC(=S)N2CCN(C)CC2)c1	2	8
N#Cc1c(N)n[nH]c1-c1cc2c([nH]1)CCCC2	4	4
COc1cc2c(cc1OC)C(C)N(S(=O)(=O)c1cn(C)cn1)CC2 (stereo not given)	5	3
COc1ccc(Cl)cc1C(=O)C1CCCN(Cc2cnc(N3CCOCC3)s2)C1 (stereo not given)	-15	15
CCc1noc(C)c1C(=O)NNC(=O)COc1ccccc1C	-12	-1
O=C(CCCc1ccccc1)NCc1ccc2c(c1)OCO2	-12	17
CN(CC(=O)NCc1ccccn1)S(=O)(=O)c1ccc(Cl)cc1	9	-7
O=S(=O)(NC1CCN(Cc2ccccc2)CC1)c1cccc(S(=O)(=O)N2CCOCC2)c1	20	-2
COC(=O)c1ccc(CNC(=O)COC(=O)c2ccc(N(C)C)cc2)cc1	2	-1
O=C(NCCNc1ccc(Cl)cc1[N+](=O)[O-])c1cccnc1	1	-13
COc1ccccc1N1CCN(S(=O)(=O)c2cc(C)sc2C)CC1	-8	3

Grouped by structure, the compounds so far with a furan ring, fused or not
SMILES	TAG inh	TAG inh DAPI viability
Nn1c(SCC(=O)Nc2ccc(OC(F)F)cc2)nnc1-c1ccco1	10	-3
COc1cccc(C(=O)N2CCN(Cc3nc(-c4ccoc4)oc3C)CC2)c1	-12	3
Cc1cccc(-c2noc(-c3ccoc3C)n2)c1	-26	5
CC1CCN(C(=O)CSc2nnc(-c3cc4ccccc4cc3O)n2Cc2ccco2)CC1	10	-15
COc1ccc(Br)cc1/C=N/NC(=O)c1ccco1	-19	-3

New compounds follow
SMILES	TAG inh	TAG inh DAPI viability
COc1cccc(N2CCN(CC(=O)N3CCN(S(=O)(=O)c4ccc(Cl)cc4)CC3)CC2)c1	2	-2
COc1nc(N(c2ccccc2)c2ccccc2)nc(-n2ccnc2)n1	2	3
C=CCn1c(SCC2=C(C(=O)OCC)C(C)NC(=O)N2)nnc1C1CCCCC1 (stereo not given)	0	-9
CCN(CC)S(=O)(=O)c1cccc(C(=O)N[C@H](C(=O)NNC(=O)c2ccccc2)C(C)C)c1	-5	7
Cc1cccc(C(=O)Nc2sc3c(c2C#N)CCCCC3)c1	3	10
COC(=O)c1sc(S(=O)(=O)NCC(=O)O)c(C(=O)OC)c1C	0	4
CC1CCCC/C1=N\NC(=S)Nc1cccnc1 (stereo not given)	-4	1
CC(C)NC(=O)NC(=O)COC(=O)Cc1ccsc1	9	1
CC(C)n1cc(CN2CCC(n3nccc3NC(=O)CCCc3ccccc3)CC2)cn1	5	6
Cc1cccc(N2C(=O)CC(N3CCN(Cc4ccc(Cl)cc4)CC3)C2=O)c1 (stereo not given)	27	-2
Cc1ccc(-c2cn3cccc(C)c3n2)cc1	-8	7
COc1ccc(CC(=S)N2CCOCC2)cc1OC	8	10
COc1ccc(CNC(=O)c2ccccc2SCC(=O)N2CCCC2)cc1OC	6	0
CCN(CC)S(=O)(=O)c1cccc(N2CC(O)=C(c3ccccc3)C2=N)c1	-10	4
[O-][n+]1ccc(CC(O)(C(F)(F)F)C(F)(F)F)cc1	24	-11
COc1ccc(NC(=O)c2nc(C)c(C3(C)CC(c4cccnc4)=NO3)s2)cc1 (stereo not given)	45	-28
COc1ccc(S(=O)(=O)NCc2cccnc2)cc1NC(=O)c1ccccc1C	-8	3
O=C(NC1CCN(C(=O)C2CCCCC2)CC1)c1ccccc1	-1	13
Cc1ccc(NC(=O)C2CCN(c3nc(C)cc(C)n3)CC2)cc1	-4	15
N#Cc1nc(COc2ccc(Cl)cc2)oc1NCc1ccc2c(c1)OCO2	-1	-3
CC(=O)Nc1cc2nn(-c3ccccc3)nc2cc1C	14	11
COC(=O)c1c(C)nc(C)c(C(=O)OC)c1-c1cccs1	2	-1
CCn1c2ccccc2c2cc(NC(=O)CNC)ccc21	10	-1
CCCCC(=O)N/N=C(/C)C1=C(C)C(C)(C)OC1=O	-12	-15
CCc1c(C)nc2ncnn2c1N1CCCC(C(=O)Nc2cc(F)ccc2C)C1 (stereo not given)	-14	8

The listing continues.
SMILES	TAG inh	TAG inh DAPI viability
O=C(C1CC(=O)N(c2ccc(F)c(Cl)c2)C1)N1CCOCC1 (stereo not given)	1	-2
Cc1ccc(NC(=O)C2=CC=CN3CCS(=O)(=O)N=C23)cc1	-5	6
CCOC(=O)N1CCN(C(=O)C2CCCN(S(=O)(=O)c3c(C)cc(C)cc3C)C2)CC1 (stereo not given)	-10	-2
COc1c(O)cccc1[C@H](O)C1CCN(CCc2ccc(F)cc2)CC1	1	3
O=C(CC1C(=O)NCCN1Cc1ccccc1C(F)(F)F)NC1CCC1 (stereo not given)	-5	2
Clc1cccc(Cl)c1C[n+]1cccc2ccccc21	-10	-3
CCN1C(=O)[C@H]2[C@@H](c3ccc(C)cc3)N3C(=O)N(c4cccc(Br)c4)C(=O)[C@@]3(CC(C)C)[C@H]2C1=O	-26	-9
CCOC(=O)Nc1sc2c(c1C#N)CCC(C)C2 (stereo not given)	13	-12
O=C(NCc1ccccc1Cl)C1CCC(=O)N(C2CC2)C1 (stereo not given)	7	-5
COc1cc(OC)cc(-c2c(-c3cccs3)c3cc(-c4ccc(OC)c(OC)c4)ccc3n2C)c1	-44	129
COc1cc(S(=O)(=O)NC2CCCCC2)ccc1Cl	-3	0
Cc1cccc(OCC(=O)N2CCc3ccccc3C2)c1C	-3	-3
O=C(NC1CC1)C1CC(=O)N(c2cccc(Cl)c2Cl)C1 (stereo not given)	9	1
CC(C)c1ccc(OCC(=O)N(Cc2ccccc2)c2ccccn2)cc1	-16	-2
O=C(Nc1ccc(Cl)cn1)c1ccc(Br)c(S(=O)(=O)N2CCCCC2)c1	-27	-18
COc1cc2c(C(=O)NCCCN3CC(C)CC(C)C3)cn(CC(C)C)c(=O)c2cc1OC (stereo not given)	20	-9
CCc1nnc(NC(=O)c2cnccn2)s1	1	0
Cc1noc(C)c1COc1cccc(C(=O)OCCOc2ccc(F)cc2)c1	2	10
Cc1noc(NS(=O)(=O)c2ccc(NC(=O)C(F)(F)C(F)(F)C(F)(F)F)cc2)c1C	-1	0
CC(=O)NC(CCS(C)(=O)=O)C(=O)Nc1ccc2c(c1)OCO2 (stereo not given)	0	-1
CCn1c(=NC(=O)C2COc3ccccc3O2)sc2c(C)ccc(OC)c21 (stereo not given)	-21	5
CCOc1ccccc1N(CC(=O)NCc1ccccc1)C(=O)CCC(=O)Nc1cc(C)ccn1	4	3
COc1ccc(-c2ccc(CO)o2)cc1N	11	-4
O=[N+]([O-])c1ccccc1N/N=C\c1ccccc1F	11	11
Cc1c(Cl)cccc1NC(=O)NN1CCN(C)CC1	-14	9

Among those listed so far, 6 contain an NH in an aromatic ring:
SMILES	TAG inh	TAG inh DAPI viability
C=C(C)Cn1c(Sc2nc3ccccc3[nH]2)nc2c1c(=O)[nH]c(=O)n2C	-1	12
Cc1sc2nc(CC(=O)N3CCCC3)[nH]c(=O)c2c1C	2	5
O=C1C(c2c(O)[nH]c3ccccc23)=Nc2ccccc21	3	-16
Nc1c(N(CCC2=CCCCC2)C(=O)COc2ccc([N+](=O)[O-])cc2)c(=O)[nH]c(=O)n1Cc1ccccc1	2	-7
CCc1cc(-c2nnn(CCC3COCCO3)c2CC)ccc1-c1cn(CCc2c[nH]c3ccccc23)nn1 (stereo not given)	0	-4
N#Cc1c(N)n[nH]c1-c1cc2c([nH]1)CCCC2	4	4

Further results follow:
SMILES	TAG inh	TAG inh DAPI viability
COC(=O)NNC(=O)C(c1ccccc1)c1ccccc1	3	-5
CC(C)CN1CCC(=O)N([C@H](CSc2ccccc2)Cc2ccccc2)CC1	-6	-2
NC(=O)CSc1nc2ccccc2c(=O)n1Cc1ccccc1	-5	-4
COc1ccc(/C=N/NC(=O)c2ccncc2)cc1Cn1nc([N+](=O)[O-])c(Br)c1C	14	-12
Cc1ccc(C(=O)Nc2ccccc2C(=O)N2CCCCCC2)cc1	1	-5
O=C(Nc1cccc([N+](=O)[O-])c1)N1CCCCCC1	3	-4
COc1ccc(C2c3ccc4ccccc4c3Oc3ncn(CCCO)c(=N)c32)cc1 (stereo not given)	21	11
Cc1cc(C(=O)CSc2ncnc3ccccc23)c(C)n1C1CC1	-15	-7
Cn1cc([N+](=O)[O-])c(C(=O)n2cccn2)n1	-3	4
O=C(Cn1cc(COc2ccc(C(=O)c3ccccc3)cc2)nn1)c1ccc(O)cc1	-3	-7
CC1(C)CC2CC(C)(CN2C(=O)COC(=O)c2ccccc2C(F)(F)F)C1 (stereo not given)	-17	-3
COc1ccc(/C(O)=C2\C(=O)C(=O)N(c3cc(C)on3)C2c2ccccc2OC)cc1 (stereo not given)	5	-1
NC(=O)CC(NC(=O)c1ccccc1)c1ccc(N2CCCCCCC2)c([N+](=O)[O-])c1 (stereo not given)	23	-5
CCCCCN1N=C(C)CC1=O	8	-4
O=[N+]([O-])c1cccnc1Oc1ccc(F)cc1F	1	0

These rows are one share of the data; count on the stated rates, not on these rows.
